# PMI activator = activators of human PMI, primary screen, biochemical, fluorescence intensity, near-Km mannose 6-phosphate | actives 0.005% (n = 190,000) | AID 1214, 2008 | activation factor at 20 µM | purified human PMI, coupled resazurin fluorescence, 20 min; active compounds read high; 1 = vehicle control, 0 substrate-free wells | Mannose-6-phosphate isomerase (Homo sapiens), P34949;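 active = activation factor of 2 or more at 20 µM, relative to plate controls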
# Target sequence (P34949 whole entry, looked up): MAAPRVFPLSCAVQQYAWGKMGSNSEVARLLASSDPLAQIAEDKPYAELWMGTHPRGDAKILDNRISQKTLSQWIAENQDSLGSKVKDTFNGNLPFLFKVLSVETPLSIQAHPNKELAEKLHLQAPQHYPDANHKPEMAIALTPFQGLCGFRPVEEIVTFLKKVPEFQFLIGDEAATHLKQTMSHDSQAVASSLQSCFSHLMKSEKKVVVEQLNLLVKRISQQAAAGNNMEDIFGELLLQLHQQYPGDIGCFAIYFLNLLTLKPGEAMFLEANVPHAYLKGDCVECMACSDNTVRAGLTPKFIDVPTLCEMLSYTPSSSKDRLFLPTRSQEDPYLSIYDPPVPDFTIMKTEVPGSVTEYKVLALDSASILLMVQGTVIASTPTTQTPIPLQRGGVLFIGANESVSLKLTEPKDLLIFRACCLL
# PMI act satM6P = human PMI activators, high substrate, primary screen, biochemical, fluorescence intensity, near-saturating mannose 6-phosphate | AID 1216, 2008 | actives 0.34% (n = 190,000) | coupled PMI enzyme assay, resazurin fluorescence, 20 min; active compounds read high; 1 = untreated enzyme, 0 = substrate-free blank | activation factor at 20 µM;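 active = activation factor of 2 or more at 20 µM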
#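 Test system: human phosphomannose isomerase with PGI, G6PDH, diaphorase coupling enzymes; Amount: PMI at 15 ng/mL final; Reagent: Mannose-6-phosphate 1.0 mM (near-saturating) plus 0.22 mM NADP+; Timing: 20 min, room temperature; Technique: resorufin fluorescence at Ex 544/Em 590 nm; Dosing: 20 µM single dose.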
# TNAP inh hi DEA = human TNAP enzyme inhibitors, primary screen, biochemical, luminescent, high phosphate acceptor level, uHTS | actives 0.03% (n = 200,000) | purified TNAP, CDP-star luminescence, 1 M DEA | inhibition, % at 20 µM | Alkaline phosphatase, tissue-nonspecific isozyme (Homo sapiens), P05186;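 active = over 50% inhibition of tissue-nonspecific alkaline phosphatase at 20 µM in the single-dose screen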;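 note: plate controls were DMSO wells for no effect and EDTA-quenched wells as full inhibition for full effect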
# Diaphorase inh = diaphorase inhibitors and chemical oxidizers, primary screen, counter-screen for diaphorase-coupled primary assays, biochemical, uHTS, resorufin fluorescence. diaphorase resazurin-to-resorufin fluorescence, NADH, 16 min; bacterial (C. kluyveri) enzyme, not human. inhibition, % at 20 µM. actives 0.69% (n = 190,000). AID 1217, 2008;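 active = primary screen inhibition at 20 µM above a set limit, cut at about 50% in these data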;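 note: plate controls were DMSO with full reaction for no effect and wells lacking NADH for full effect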
#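 Assay system: diaphorase enzyme from Clostridium kluyveri; Input: enzyme working solution with 0.14 U/mL diaphorase; Timing: 16 min at room temperature; Technique: resorufin fluorescence, excitation 544 nm, emission 590 nm; Benchmarks: positive control minus NADH, DMSO neutral control.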
# Diaph act CS = compounds boosting diaphorase resazurin reduction – biochemical, uHTS, resorufin fluorescence, counter-screen for diaphorase-coupled primary assays, primary screen | AID 1229, 2008 | activation factor at 20 µM | Diaphorase/resazurin coupled assay, 16 min; active compounds read high; 1 = vehicle wells, 0 = NADH-free wells | actives 0.005% (n = 190,000);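 active = diaphorase activity raised at least twofold by the compound at 20 µM; inactive = activation factor below 2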
#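 Material: purified diaphorase enzyme from Clostridium kluyveri; Also added: 0.114 mM NADH and 0.1 mM resazurin, final amounts; Doses: single compound dose of 20 µM, 1% DMSO final; Times: 16 min enzyme reaction, ambient temperature; Detection: resorufin fluorescence, excitation 544 nm, emission 590 nm; Measure: increased resorufin signal from activators or reducing compounds.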
# TNAP inh no acc = human TNAP enzyme inhibitors, primary screen, biochemical, luminescent, no phosphate acceptor, uHTS; actives 0.26% (n = 200,000); AID 1012, 2008; Alkaline phosphatase, tissue-nonspecific isozyme (Homo sapiens), P05186; purified TNAP, CDP-star luminescence, 30 min; inhibition, % at 20 µM;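 active = tissue-nonspecific alkaline phosphatase inhibition above about 50% at 20 µM in the single-dose screen, limit read from the data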;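 note: 0% = DMSO negative control and 100% = EDTA positive control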
# HMGR II inh = inhibitors of E. faecalis class II HMGR, primary screen, biochemical, Enterococcus faecalis. AID 1066, 2008. purified E. faecalis HMGR, NADPH absorbance 340 nm kinetic. inhibition, % at 10 µM. actives 0.41% (n = 190,000);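 active = inhibition above a set limit, the median over all tested compounds plus 3 SD, cut at about 9.5% in these data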;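 note: enzyme runs in reverse so mevalonate oxidation gives rising NADPH absorbance; 0% = complete reaction with DMSO and 100% = background rate lacking mevalonate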
# TNAP act hi DEA = TNAP activators at high phosphate acceptor level, primary screen, biochemical, luminescence, uHTS; Alkaline phosphatase, tissue-nonspecific isozyme (Homo sapiens), P05186; activation factor at 20 µM; purified TNAP, CDP-star luminescence, 1 M DEA, 30 min; active compounds read high; 0 = EDTA background, 1 = DMSO-only activity; 200,000 tested, under 10 active;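 active = activation factor at least 2 at 20 µM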
#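 Measured by: Luminescent substrate turnover signal | Test system: Human TNAP | Input: TNAP 1/800 final | Dosing: 20 µM single point | Schedule: 30 min, room temperature | Controls: EDTA wells as negative control, DMSO wells as positive control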
# FLuc stim CS = FLuc activators, initial screening, artefact control for FLuc-dependent activation tests, biochemical, ATPlite luminescence; Luciferin 4-monooxygenase (Photinus pyralis), P08659; ATPlite luciferase biochemical, 10 min; 0 = ATP-free wells, 1 = DMSO control; activation factor at 10 µM; 200,000 tested, under 10 active; AID 1027, 2008;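 active = luciferase activation factor, scaled between plate controls, of at least 2 with compound at 10 µM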
# Target sequence (P08659 whole entry, looked up): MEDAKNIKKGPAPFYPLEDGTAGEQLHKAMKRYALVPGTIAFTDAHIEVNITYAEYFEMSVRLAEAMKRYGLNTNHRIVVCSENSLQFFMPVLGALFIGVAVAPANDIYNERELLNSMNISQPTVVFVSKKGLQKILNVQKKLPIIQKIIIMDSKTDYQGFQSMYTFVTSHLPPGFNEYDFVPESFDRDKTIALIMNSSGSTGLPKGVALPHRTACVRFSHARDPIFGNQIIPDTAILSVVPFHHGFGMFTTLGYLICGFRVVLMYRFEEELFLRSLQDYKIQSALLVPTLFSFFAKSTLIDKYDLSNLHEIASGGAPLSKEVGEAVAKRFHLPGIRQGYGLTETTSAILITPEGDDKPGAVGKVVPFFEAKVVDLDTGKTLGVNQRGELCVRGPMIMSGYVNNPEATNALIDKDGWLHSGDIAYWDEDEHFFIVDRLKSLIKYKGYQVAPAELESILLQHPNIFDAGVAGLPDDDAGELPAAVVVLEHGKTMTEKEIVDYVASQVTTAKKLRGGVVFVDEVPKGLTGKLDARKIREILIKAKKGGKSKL
#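 Assay system – cell-free luciferase reagent · Medium – PBS-based ATP solution · Dosing – test compounds dosed from 2 mM stocks in 100% DMSO · Timing – 10 min, room temperature · Technique – light output (luminescence) · Measure – luminescence gain marking luciferase activators · Controls – No-ATP low control, compound-free enzyme-plus-ATP high control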
# G6PDH counter = L. mesenteroides G6PDH inhibitors, counter-screen for G6PDH-coupled screening assays, biochemical, Leuconostoc mesenteroides enzyme | inhibition, % at 5 µM | Purified L. mesenteroides G6PDH, diaphorase/resazurin coupled fluorescence, 45 min | actives 0.12% (n = 200,000) | AID 1020, 2008 | glucose-6-phosphate dehydrogenase [Leuconostoc mesenteroides]; in the data active = inhibition above about 50%
# * hit, by the source's call. Compounds were not picked by outcome, and some 1.7% of all compounds hit somewhere here.
SMILES,PMI activator,PMI act satM6P,TNAP inh hi DEA,Diaphorase inh,Diaph act CS,TNAP inh no acc,HMGR II inh,TNAP act hi DEA,FLuc stim CS,G6PDH counter
Cc1ccc2c(Cl)c(C)c(N3CCCC3)nc2n1,1.1,1,-6,2,1,-1,-1,1.1,1,7
CC(C)C(=O)Nc1sc2c(c1C#N)CCCCC2,0.9,0.9,0,13,0.9,-8,0,1,1,7
Cc1ccccc1NC(=O)c1ccc(Cn2cc([N+](=O)[O-])cn2)o1,1,1,-4,9,0.9,-1,-8,1,1.1,32
C/C(CC(=O)Nc1ccccn1)=N\NC(=O)C(=O)Nc1ccccc1C,1,0.9,3,15,0.8,-5,-2,1,1,1
S=C(NC1CCCCC1)N1CCN(c2ccccn2)CC1,0.9,1.1,-1,10,0.9,-21,0,1,1.1,-6
Cc1noc(C)c1COc1ccc(C(=O)OCC(=O)Nc2ccc3c(c2)OCO3)cc1,0.9,0.8,-7,14,0.9,-16,3,1.1,1.1,4
Cc1ccc(S(=O)(=O)N/N=C\c2cc3c(cc2[N+](=O)[O-])OCO3)cc1,1.3,1.7,2,38,0.6,3,-12,1,1,-12
OCCN1CCN(c2nc(N3CCCCC3)nc(N3CCCCC3)n2)CC1,1,1.1,-4,-5,1.1,5,-5,1,1,12
CC(=O)c1cccc(NC(=O)C2CC(=O)N(c3cccc(C)c3C)C2)c1 (stereo not drawn),1,1,-4,16,0.8,-9,0,1,1,-8
Cc1cc2nc(C)n(CCCNC(=O)Nc3ccccc3)c2cc1C,0.9,1,-3,8,0.9,-11,0,1,1.1,-6
CCc1ccc(OCC(=O)N/N=C(\C)c2ccc(OC(F)F)cc2)cc1,0.9,0.9,-1,5,0.9,-12,-4,1,1,13
O=C(C[n+]1ccc(/C=N/O)cc1)N(Cc1ccccc1)Cc1ccccc1,1.1,1,-3,10,0.9,-2,-5,1,1,-1
COc1ccccc1-c1c(C)c(C)nc(N)c1C#N,1,0.9,-1,17,0.8,-10,3,1,1,8
O=C(Cn1cc2c(n1)CCCCC2)NC1CCN(Cc2ccccc2)CC1,1,1,-4,17,0.8,-14,3,1,1,-6
COc1ccc(NC(=O)c2cc(-c3cccc(OC)c3)on2)cc1,1,1,-4,5,1,-4,2,1,1,-2
COc1cccc(NC=C2C(=O)OC3(CCCCC3)OC2=O)c1,0.9,0.9,-7,26,0.7,-14,-2,1.1,1,5
N#Cc1ncc(-c2ccc3c(c2)OCCOCCOCCOCCO3)nc1C#N,0.9,0.9,-1,8,0.9,-23,-1,1,1,7
CCOC(=S)SCC(=O)Nc1nc(-c2ccccc2)cs1,0.9,0.9,-1,25,0.8,-17,-2,1,1,-24
C=CCC1(N(C(C)=O)c2ccccc2C)CCCCC1,0.9,1,-1,12,0.9,-8,-6,1,1,-3
CCOC(=O)c1nnn(-c2nc(N3CCCC3)nc(N3CCCC3)n2)c1-c1ccccc1,1,1,-1,8,0.9,-8,1,1,1,5
CCCCC(=O)Nc1nc(C)c(-c2csc(Nc3cc(OC)ccc3OC)n2)s1,1,0.8,-6,18,0.8,0,-3,1.1,1.1,-1
COc1ccc(/C=N/NC(=O)CCc2c(C)n[nH]c2C)cc1O,0.9,0.9,-5,10,0.9,-17,-3,1.1,1,11
Clc1ccc(-c2nn3c(C4COc5ccccc5O4)nnc3s2)cc1 (stereo not drawn),0.6,0.9,-5,4,1,-2,-6,1.1,1.1,3
C=CCN1C(c2ccccc2)=CS/C1=C(/C#N)c1nnc(N2CCOCC2)n1-c1ccccc1,1,1,2,10,0.9,-13,-1,1,1,10
CCOc1ccc2oc(-c3ccccc3)c(C(=O)O)c2c1,1,1,-3,6,0.9,-14,-3,1,1,2

# Remaining list, next part.
SMILES,PMI activator,PMI act satM6P,TNAP inh hi DEA,Diaphorase inh,Diaph act CS,TNAP inh no acc,HMGR II inh,TNAP act hi DEA,FLuc stim CS,G6PDH counter
CC(C)(Oc1ccc(Cl)cc1)C(=O)N(Cc1ccccc1)c1ccccn1,0.8,0.9,0,14,0.9,-12,-5,1,1.1,9
CCOc1ccc(NC(=S)NC(=O)c2c(Cl)cnn2CC)c([N+](=O)[O-])c1,1.1,1,1,7,0.9,8,0,1,1.1,3
CSc1cccc(NC(=O)c2nnn(Cc3ccccc3)c2N)c1,0.8,0.9,0,14,0.9,-8,8,1,1,-1
C=CCn1c(-c2cc(OC)cc(OC)c2)n[nH]c1=S,1.1,1,-1,10,0.9,27,-3,1,1.1,10
Cc1noc(C)c1COC(=O)COc1cccc2c1OC(C)(C)C2,1,1,-3,15,0.9,-13,-5,1,1.1,2
O=C(c1ccc(OCC2CCCO2)cc1)N1CCc2ccccc2C1 (stereo not drawn),1,0.9,-5,13,0.9,-6,-2,1,0.9,5
CCn1c(COc2ccccc2C)nnc1SCC(=O)CC(=O)Nc1ccccc1,1.1,1.1,0,11,0.9,-7,-3,1,1,2
Cc1ccc(-c2nnc(SCC(=O)N3CC(C)CC(C)C3)o2)cc1C (stereo not drawn),0.9,0.9,3,21,0.8,-3,6,1,1,6
CSc1ccc(-c2nc(CN(C)C3CCOC3)c(C)o2)cc1 (stereo not drawn),1,1,-4,6,0.9,-11,-1,1,1,3
CCC(C)C(=O)Nc1ccc([N+](=O)[O-])cc1OC (stereo not drawn),0.9,0.9,1,13,0.9,-7,-1,1,1,4
CCc1nnc(NC(=O)c2sc3nc4c(cc3c2N)CCCCCC4)s1,0.9,1,-2,20,0.8,-18,-7,1,0.9,-57
O=C(CNc1ccccc1F)N/N=C/C1CC=CCC1 (stereo not drawn),1,0.9,-5,14,0.9,-11,0,1,1,4
Cc1cc(C)c2nc(C(F)(F)F)nc(NCCCN3CCCC3=O)c2c1,0.9,1,-5,15,0.9,-11,-10,1,1.1,-11
c1ccc2c(CSCc3nc4ccccc4[nH]3)cccc2c1,0.9,0.9,-8,21,0.8,-48,0,1.1,0.9,8
Cc1ccc(/C=N/N2CCN(C3c4ccccc4-c4ccccc43)CC2)s1,0.9,0.8,0,8,0.9,-11,1,1,1.1,-23
CCOC(=O)C1CCCN(S(=O)(=O)c2cc(Br)cc3c2N(C(=O)C2CC2)CC3)C1 (stereo not drawn),1,1,-3,12,0.9,-9,0,1,1.1,-4
CC(=O)Nc1cccc(N(C(=O)C2COc3ccccc3O2)C(C(=O)NC2CCCCC2)c2cn(C)nc2C)c1 (stereo not drawn),1.1,1.1,-8,8,0.9,-10,6,1.1,1.1,14
CCOC(=O)C1CCCN(c2c(NCCCN(CC)c3ccccc3)c(=O)c2=O)C1 (stereo not drawn),0.8,0.8,-2,18,0.8,-15,0,1,1.1,-10
Cc1onc(-c2ccccc2)c1C(=O)Nc1ccc(S(=O)(=O)NC2=NCCCCC2)cc1,1,1,-1,8,0.9,-10,1,1,1.1,1
O=C1CC(c2ccccc2)CCc2sccc2N1 (stereo not drawn),0.9,0.9,-1,14,0.9,-3,1,1,1,6
O=S(=O)(N/N=C/c1ccccc1OCc1ccc(Cl)cc1)c1ccccc1,1.2,1.2,-4,17,0.8,-7,-4,1,1.1,0
O=c1cc(-c2ccco2)nc(-c2cccs2)o1,1.1,1,-9,20,0.8,-18,-4,1.1,0.7,2
COC(=O)c1ccccc1S(=O)c1snnc1C (stereo not drawn),1.1,1.1,-4,2,1,-8,-1,1,1.1,15
Clc1ncccc1-c1nc2ccccc2n1Cc1ccccc1,0.8,0.9,-7,15,0.8,-10,2,1.1,1.1,4
CCCS(=O)(=O)c1c(S(=O)(=O)CCC)c2cnccn2c1C(=O)c1ccc(F)cc1,0.9,0.9,-2,24,0.8,-3,-1,1,1,4

# Some entries already given, reduced to PMI act satM6P.
structure | PMI act satM6P
O=S(=O)(N/N=C/c1ccccc1OCc1ccc(Cl)cc1)c1ccccc1 | 1.2
O=c1cc(-c2ccco2)nc(-c2cccs2)o1 | 1

# Later entries:
SMILES,PMI activator,PMI act satM6P,TNAP inh hi DEA,Diaphorase inh,Diaph act CS,TNAP inh no acc,HMGR II inh,TNAP act hi DEA,FLuc stim CS,G6PDH counter
Cc1cc(C(=O)N[C@H](c2ccccc2)[C@@]2(C)C[C@@H]2[C@@H](C)C(=O)Nc2ccc3ccccc3c2)n(C)n1,1,1,-6,19,0.8,-32,3,1.1,1,13
CCc1nnc(NC(=O)CSc2nnc(-c3ccco3)o2)s1,1,1,-2,15,0.9,-9,-4,1,1,8
COc1ccc(C(=O)N(CC2CCCO2)C(C(=O)NC2CCCC2)c2ccc(C)cc2)cc1OC (stereo not drawn),1,1,-3,4,1,-10,5,1,1,-3
CCCCCCSc1nc(O)c(C2OC(=O)c3c2ccc(OC)c3OC)c(=O)n1CC (stereo not drawn),1,1.1,-2,13,0.9,-27,-3,1,1,0
Cc1ccc2c(c1)c1ncnc(N3CCC4(CC3)OCCO4)c1n2C,1,1,-6,10,0.9,-15,-1,1.1,0.9,-6
CCOC(=O)c1c(C)[nH]c(C(=O)COC(=O)CSC)c1C,1,1,-6,9,0.9,-18,-1,1.1,0.8,2
Cc1cc(N2CCC(C(=O)Nc3ccc(F)cc3)CC2)nc(-c2ccccc2)n1,0.9,0.9,5,14,0.9,-4,2,0.9,1,1

# Compound activity: PubChem BioAssay, several laboratories
